Source: PubChem (several laboratories)
MRP reversal: reversal of MRP1-mediated doxorubicin resistance, primary screen, H69AR cells, doxorubicin co-treatment | 85,000 compounds, 0.04% hits | AID 602, 2007 | H69AR cells + 2 uM doxorubicin, CellTiter-Glo, 72 h | differential viability (reversal), % at 10 µM;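 active = viability drop by adding the cancer drug above about 55%, with treated viability meeting a 40% cutoff, limit read from the data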;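 also: viability without doxorubicin minus viability with 2 µM doxorubicin for each compound; larger differential means the compound sensitizes cells more to doxorubicin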
Bcl-B displacement: displacers of TR3 peptide from Bcl-B, primary screen, selectivity assay for Bfl-1 inhibitor project, biochemical, fluorescence polarization; Bcl-2-like protein 10 (Homo sapiens); FP displacement of FITC-TR3 peptide from Bcl-B; higher % means a stronger effect; displacement, % at 20 µM; hits with a dose series show IC50 in µM; 96,000 compounds, 0.11% hits; AID 748, 2007;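 active = displacement above 50% at 20 µM plus a fluorescence interference ratio under 1.5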;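 also: plate controls were wells without compound for no effect and wells lacking Bcl-B protein for full effect; a part of the inactive calls stands beside numbers as strong as those of hits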
IL1B NFkB inh: inhibitors of IL-1B driven NFkB p65 nuclear import, primary screen, imaging, HUVEC, IL-1B stimulus, high-content imaging; 94,000 compounds, 0.43% hits; inhibition, % at 2 µM; AID 796, 2007; HUVEC IL-1B NFkB p65 nuclear translocation imaging;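 active = inhibition above about 30% together with a positive call from visual inspection of the well image, limit read from the data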;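 also: nuclear over cytoplasmic p65 intensity ratio measured by imaging; 0% = IL-1B stimulated DMSO wells and 100% = unstimulated DMSO wells; values of inactives mirror those of a sister screen read the other way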
PLAP inhibition: PLAP enzyme inhibitors, biochemical, luminescence, HTS (AID 690); purified PLAP, luminescent substrate; higher % means a stronger effect; inhibition, % at 20 µM; hits with a dose series show IC50 in µM; 96,000 compounds, 0.08% hits; Alkaline phosphatase, placental type (Homo sapiens); in the data active = a potency from the dose series; inactive = the rest, 99 in 100 with inhibition below about 30%; also: strong numbers were not always called active
IL1B NFkB pot: enhancers of NFkB p65 translocation in HUVEC – imaging, IL-1B stimulus, high-content imaging, primary screen | HUVEC IL-1B NFkB p65 nuclear translocation imaging | 94,000 compounds, 0.3% hits | AID 819, 2007 | activation, % at 2 µM;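 active = activation above 40%, about the mean plus 3 SD, also judged a hit on visual image review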;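 also: percent activation is computed from the nuclear over cytoplasmic p65 intensity ratio; values of inactives mirror those of a sister screen read the other way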
MRP reversal cytotoxicity: further read-out of MRP reversal, marked with its call; viability, %; H69AR cells, CellTiter-Glo, 72 h; measured here: cytotoxicity without doxorubicin
MRP reversal with doxorubicin: further read-out of MRP reversal, marked with its call; viability, %; measured here: viability with 2 uM doxorubicin; hits give low values
IL1B NFkB inh cell count 2 µM: second read-out of IL1B NFkB inh, no call of its own (marks repeat the call); cell count; measured here: cells passing quality filter;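 raw number of nuclei counted in each imaged well without normalization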
IL1B NFkB pot cell count 2 µM: second read-out of IL1B NFkB pot, no call of its own (marks repeat the call); cell count; measured here: cells passing quality filter
Starred values were filed as active, the others as inactive; / = not tested or not shown.

Value order: MRP reversal, MRP reversal cytotoxicity, MRP reversal with doxorubicin, Bcl-B displacement, IL1B NFkB inh, IL1B NFkB inh cell count 2 µM, PLAP inhibition, IL1B NFkB pot, IL1B NFkB pot cell count 2 µM
[1] Cc1ccccc1OCC(=O)NCCC(=O)O
→ 8, 92, 85, 6%, -3, 131, -13%, 3, 131
[2] CCc1nnc(NC(=O)CSc2ncc(-c3ccccc3)[nH]2)s1
→ /, /, /, 6%, -4, 190, -94%, 4, 190
[3] COc1cc(OC)c(C(=O)Oc2ccc3c(c2)OCO3)cc1OC
→ -4, 86, 90, -3%, -15, 169, -68%, 15, 169
[4] CCCCCn1c(N2CCN(Cc3ccccc3)CC2)nc2c1c(=O)[nH]c(=O)n2C
→ 33, 64, 30, -4%, -17, 160, -58%, 17, 160
[5] O=C1CCc2cc(S(=O)(=O)NCCC(=O)NC3CCN(Cc4ccccc4)CC3)ccc2N1
→ 8, 93, 84, -8%, -2, 148, -12%, 2, 148
[6] O=C(CCCc1nc(-c2ccccc2)no1)NCc1cccnc1
→ 1, 88, 87, 3%, /, /, -5%, /, /
[7] Cc1ccc(NC(=O)c2cc(-c3ccc(C)o3)nc3ccccc23)nc1
→ -18, 74, 92, 16%, -6, 105, 12%, 6, 105
[8] Cc1cc(C)n(CC(O)CN2C(=O)NC(C)(C)C2=O)n1 (centres undefined)
→ 51, 95, 45, 0%, -7, 78, 0%, 7, 78
[9] CCOC(=O)c1nnn(-c2nonc2-n2cccc2)c1CN1CCCCC1
→ -11, 94, 105, 0%, 12, 107, -7%, -13, 107
[10] O=C(O)CCC(=O)N1CCOc2ccc(Cl)cc21
→ /, /, /, 0%, 3, 140, 31%, -3, 140
[11] O=C(c1cccs1)N1CCC(c2nc3ccccc3s2)CC1
→ -12, 84, 96, -9%, 1, 78, -12%, -1, 78
[12] CCCc1nnc2n1N=C(c1ccc(OC)c(OC)c1)CS2
→ 7, 79, 72, /, -19, 138, /, 19, 138
[13] O=C(CSc1nnc(-c2ccccn2)n1Cc1ccco1)c1ccccc1
→ 1, 80, 80, 12%, 0, 139, -1%, 1, 139
[14] CC(=O)N1SC(N)=NC1c1ccccc1 (centres undefined)
→ 13, 98, 85, 9%, -1, 110, 9%, 1, 110
[15] Cc1ccc(CN(C(=O)c2ccco2)C(C(=O)NC2CCCC2)c2ccc(N3CCOCC3)cc2)cc1 (centres undefined)
→ 46, 66, 19, /, -5, 101, /, 5, 101
[16] CCOC(=O)c1ccc(NC(=O)C2(c3ccccc3)CCCC2)cc1
→ /, /, /, 2%, -17, 150, 12%, 17, 150
[17] C=CCc1ccccc1OCC(O)CN1CCN(c2ccccc2F)CC1 (centres undefined)
→ /, /, /, 0%, 6, 114, -32%, -6, 114
[18] Cc1ccc(-n2c(C)cc(C)c(C#N)c2=O)cc1Cl
→ 12, 99, 88, -6%, -18, 203, 3%, 18, 203
[19] Cc1cc(=O)[nH]c(-n2nc(C)cc2C)n1
→ /, /, /, -1%, -8, 134, 2%, 8, 134
[20] CC(=O)COc1ncn(-c2ccccc2)n1
→ -5, 99, 104, -10%, -2, 78, -12%, 2, 78
[21] O=C(c1cccnc1)N1C2C=CC(C2)C1(C(F)(F)F)C(F)(F)F (centres undefined)
→ 5, 98, 93, -2%, 5, 112, 4%, -5, 112
[22] Cc1ccc(N/C=C/C(=O)C(C)(C)C)c(O)c1
→ -8, 81, 88, 2%, -19, 174, -11%, 19, 174
[23] COc1ccc(C(=S)Nc2ccccc2)cc1
→ /, /, /, -5%, -8, 172, 0%, 8, 172
[24] COC(=O)c1cn(C)c2ccc(S(=O)(=O)N3CCCC3)cc2c1=O
→ 10, 99, 89, -8%, -5, 134, /, 5, 134
[25] C/C(=N\Nc1cc(Cl)nc(C)n1)c1ccccc1
→ /, /, /, 2%, -14, 152, 7%, 14, 152
[26] Fc1cccc(-c2oncc2-c2nnnn2-c2ccc(Cl)cc2)c1
→ -12, 81, 92, /, -5, 162, /, 5, 162
[27] Nc1c(-c2ccccc2)nc(Cl)nc1-c1ccccc1
→ /, /, /, -15%, 2, 198, 18%, -2, 198
[28] Cc1cc(C(=O)NCCCn2ccnc2)sc1-c1ccccc1
→ 30, 102, 72, 0%, -11, 104, -10%, 11, 104
[29] COc1ccc(OC)c(NC(=O)c2ccccc2SC)c1
→ 5, 87, 82, 5%, 2, 160, 21%, -2, 160
[30] COc1ccc(C(=O)Nc2cc3c(cc2C#N)OCO3)cc1S(=O)(=O)N1CCN(C)CC1
→ /, /, /, -6%, 4, 55, 18%, -4, 55

Compound profiles (already shown):
`O=C(CCCc1nc(-c2ccccc2)no1)NCc1cccnc1` is listed with MRP reversal: 1; MRP reversal cytotoxicity: 88; MRP reversal with doxorubicin: 87; Bcl-B displacement: 3%; IL1B NFkB inh: /; IL1B NFkB inh cell count 2 µM: /; PLAP inhibition: -5%; IL1B NFkB pot: /; IL1B NFkB pot cell count 2 µM: /
`Cc1ccccc1OCC(=O)NCCC(=O)O` is listed with MRP reversal: 8; MRP reversal cytotoxicity: 92; MRP reversal with doxorubicin: 85; Bcl-B displacement: 6%; IL1B NFkB inh: -3; IL1B NFkB inh cell count 2 µM: 131; PLAP inhibition: -13%; IL1B NFkB pot: 3; IL1B NFkB pot cell count 2 µM: 131

Later entries.
Value order: MRP reversal, MRP reversal cytotoxicity, MRP reversal with doxorubicin, Bcl-B displacement, IL1B NFkB inh, IL1B NFkB inh cell count 2 µM, PLAP inhibition, IL1B NFkB pot, IL1B NFkB pot cell count 2 µM
[31] COc1ccc(C(=O)NC2CCCCCC2)cc1S(=O)(=O)Nc1ccc(Br)cc1
→ -2, 61, 64, -7%, -1, 177, -24%, 1, 177
[32] COc1cccc(CN(Cc2cccnc2)S(=O)(=O)c2ccc(-n3cnnn3)c(C)c2)c1OC
→ 8, 65, 58, 2%, -6, 134, -62%, 6, 134
[33] COc1ccc(Cl)c(S(=O)(=O)N2CCCC2)c1
→ 20, 110, 90, -7%, -7, 113, -9%, 7, 113
[34] Nc1c(S(=O)(=O)c2ccccc2)nnn1-c1ccccc1
→ -2, 96, 99, /, -8, 163, /, 8, 163
[35] NC(=O)C1CCN(C(=O)c2cc(S(=O)(=O)N3CCOCC3)c(Cl)cc2Cl)CC1
→ 6, 100, 93, -6%, -29, 175, -27%, 29, 175
[36] COC(=O)c1nn(-c2ccccc2)c(Sc2ccc(C)cc2)c1/C=N/O
→ /, /, /, 0%, -2, 117, 9%, 1, 117
[37] CC1(C)C2CCC1(CS(=O)(=O)N1CCCc3ccccc31)C(=O)C2 (centres undefined)
→ 13, 103, 90, -4%, 3, 96, -1%, -3, 96
[38] CCOc1cc2[nH]c(=O)n(CCC(=O)NCCc3ccc(OC)c(OC)c3)c(=O)c2cc1OCC
→ 5, 99, 94, /, -36, 122, /, 36, 122
[39] CCCCOc1ccc(C(=O)N/C(=C\c2ccc(OC)cc2)C(=O)OCc2ccco2)cc1
→ /, /, /, -3%, -3, 153, 1%, 3, 153
[40] O=C(Nc1n[nH]c(C2CCCCC2)n1)C1CCCCC1
→ /, /, /, -5%, -16, 103, 6%, 16, 103
[41] Clc1ccc(Cn2c(-c3cccnc3Cl)nc3ccccc32)cc1
→ /, /, /, 2%, -1, 143, -32%, 1, 143
[42] CC(=O)c1cccc(NC(=O)C2CCCN(S(=O)(=O)c3ccccc3)C2)c1 (centres undefined)
→ -8, 72, 80, -7%, -10, 100, 21%, 10, 100
[43] O=C(CSc1nnc(SCc2ccc(Cl)cc2)s1)N1CCOCC1
→ 17, 101, 83, 1%, /, /, 12%, /, /
[44] Cc1cc(N2CCOCC2)nc(-c2ccc([N+](=O)[O-])cc2)n1
→ /, /, /, -1%, -13, 152, -12%, 13, 152
[45] COc1ncnc2sc(-c3ccccc3)cc12
→ -4, 79, 83, -4%, /, /, -7%, /, /
[46] CCCc1cc(C(N)=O)c(NC(C)=O)s1
→ -13, 40, 53, -6%, -6, 164, -28%, 6, 164
[47] Cn1c(SCc2cc(=O)n3cc(Br)ccc3n2)nnc1C1COc2ccccc2O1 (centres undefined)
→ 8, 106, 98, 5%, -6, 216, -18%, 6, 216
[48] Cc1cc(C)nc(N2CCCC(C(=O)Nc3ccc4nc(C)c(C)nc4c3)C2)n1 (centres undefined)
→ -1, 56, 57, -11%, 8, 72, -48%, -8, 72
[49] CCCc1nc(-c2ccc(-c3ccc(F)cc3)cc2)no1
→ 1, 97, 96, -6%, 0, 94, 16%, 0, 94
[50] Cc1nc2ccc(N=NC3=C(O)CCCC3=O)cc2s1
→ /, /, /, -26%, -6, 162, 14%, 6, 162
[51] Cc1ccc(NC(=O)Cn2cncc2-c2ccc([N+](=O)[O-])cc2)cc1C
→ /, /, /, 9%, -37, 70, -11%, 37, 70
[52] CCCC1(C(=O)OCC)NC(c2ccc(N(C)C)cc2)C2C(=O)N(c3ccccc3)C(=O)C21 (centres undefined)
→ -8, 69, 78, /, -5, 166, /, 5, 166
[53] Cn1ncc2nnn(-c3ccccc3)c(=O)c21
→ 20, 103, 83, 0%, /, /, 25%, /, /
[54] CCCCc1nc2c(=O)[nH]c3ccccc3c2o1
→ 7, 93, 87, 21%, -22, 197, -13%, 22, 197
[55] CN(Cc1ccccc1)C(=O)C1CCN(Cc2ccc(F)cc2)CC1
→ 10, 87, 77, -2%, /, /, -65%, /, /
[56] Cc1cccc(N2CCN(C(=O)C(C)n3nc(C)n4c(cc5occc54)c3=O)CC2)c1C (centres undefined)
→ 8, 83, 75, -1%, 5, 159, -60%, -5, 159
[57] O=C(NCc1ccco1)C1CCCN(S(=O)(=O)c2ccc(Cl)cc2)C1 (centres undefined)
→ /, /, /, -12%, -2, 178, 26%, 2, 178
[58] CCOC(=O)C(C)c1nn(C)c(=O)c2ccccc12 (centres undefined)
→ 0, 109, 108, 8%, 9, 104, 4%, -9, 104
[59] COc1ccc(OC)c(-c2nnc(SCC(=O)N3CCCc4ccccc43)o2)c1
→ 3, 89, 86, -11%, -15, 142, -44%, 15, 142
[60] CNC(=O)CSc1nc2nn(-c3ccccc3)c(=O)c-2c2n1CCCCC2
→ /, /, /, 0%, 12, 137, 0%, -12, 137
[61] CC(C)Sc1nnc([C@H](C)NC(=O)OC(C)(C)C)o1
→ 5, 98, 93, -5%, -24, 109, 10%, 24, 109
[62] CCOC(=O)c1cccc(NC(=O)CCc2nc(-c3ccccc3F)no2)c1
→ /, /, /, -4%, -22, 127, 7%, 22, 127
[63] COC(=O)CSC1=C(C#N)C(c2cccc(OC)c2)CC(=O)N1 (centres undefined)
→ -19, 53, 71, -16%, 4, 61, 2%, -4, 61
[64] COc1ccc(OC)c2sc(N3CCN(c4ccccc4)CC3)nc12
→ -20, 65, 85, /, 10, 156, /, -10, 156
[65] Cc1cc(C)c2[nH]c(=O)c(C(c3nnnn3Cc3ccc4c(c3)OCO4)N3CCCCC3)cc2c1 (centres undefined)
→ 3, 76, 73, -4%, /, /, -24%, /, /
[66] Nc1c(C(=O)Nc2nc3ccccc3s2)sc2nc(-c3cccs3)ccc12
→ /, /, /, -168%, 2, 94, -38%, -2, 94
[67] O=C(Nc1ccccc1)N(CCCN1CCOCC1)Cc1ccccc1F
→ 1, 91, 90, -8%, -2, 96, -14%, 2, 96
[68] O=C(CCNS(=O)(=O)c1ccc(Br)cc1)NCc1ccc2c(c1)OCO2
→ -8, 88, 96, 2%, 14, 157, -3%, -14, 157
[69] O=C(CCc1ccccc1)N1CCN(c2ccc(Cl)cc2)CC1
→ 26, 113, 87, -6%, -2, 173, -16%, 2, 173

Some of the compounds tested, so the mix of outcomes need not match the whole.
